CCT modulator: High-Throughput Screening for Modulators of Cytosolic Chaperonin Activity | purified chaperonin ATPase assay, HTRF ADP detection, 30 min | activity change, % (no concentration beside the values), hits read low | 0.3% of 360,000 active; in the data active = activity change below about -30%; note: % is set by controls: 0 for no effect and ±100 for the full control effect
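TRiC at 40 or 20 nM final (batch-dependent) in 30 mM Tris pH 7.4, 100 mM KCl, 5 mM MgCl2, 1 mM DTT, with compound at single 76 uM and 10 uM ATP, 30 min at 37 deg C. ADP detected by HTRF Transcreener, 665/615 ratio.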
Akt phos inh: HTS Assay for Inhibitors of Akt Phophorylation: Primary Screen; Neuro2A IGF-stimulated pAkt S473 HTRF, 20 min; active compounds read low; activity change, % for hits at 50 µM; 0.32% of 360,000 active; AID 651550, 2012; in the data active = activity change below about -80%; inconclusive = mostly about -51% to -80%; note: % is set by controls: 0 for no effect and ±100 for the full control effect
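Neuro2A cells (4,500/well, DMEM with 0.5% FBS) were treated with compound at a single 50 µM final concentration, stimulated with 6 nM IGF for 20 min at 37 °C, and lysed. Phospho-Akt Ser473 was read by HTRF as 665/615 ratio ×10^4.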
Nrf2 activator: qHTS of Nrf2 Activators; AREc32 ARE-luciferase reporter (MCF7-derived line), luminescence, 24 h; Potency, µM (titrated, usually from 46.1 µM), without a hit: top-dose activation, most hits filed as activators; 0.31% of 410,000 active; AID 624171, 2012; note: potency is the fitted concentration of half-maximal effect; % of control where 0% means no effect; nearly all actives have a fitted effect of over 65% in size
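Cells of the AREc32 ARE-luciferase line are plated in OPTI-MEM containing 5% FBS and left overnight at 37 deg C. Compounds are pinned in, incubation continues 24 hr, and firefly luciferase signal is then measured.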
TGFb SMAD3 inh: qHTS for Inhibitors of TGF-b | HepG2 CAGA-GFP TGF-b/SMAD3 reporter, GFP fluorescence, 18 h; TGF-beta stimulated, 500 pg/mL final | Potency, µM (series often up to 46.1 µM), without a hit: at the highest dose activity, negative = inhibition, hits mostly inhibitors | 1.2% of 410,000 active; note: potency is the fitted concentration of half-maximal effect; % is set by controls: 0 for no effect and ±100 for the full control effect; nearly all actives have a fitted effect of over 65% in size
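First, reporter cells (HEPG2 CAGA-GFP) rested 2 h at 37 degrees C. Next, compounds were pinned in and TGF-beta added to 500 pg/mL final. After 18 h, GFP was imaged per cell and summed per well.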
HepG2 viability: qHTS for Inhibitors of TGF-b: Cytotox Counterscreen | HepG2 CAGA-GFP viability, ATP luminescence, 18 h | Potency, µM (series often up to 46.1 µM), for the others: at the highest dose activity change, negative = cytotoxicity, hits mostly cytotoxic | 0.76% of 410,000 active; note: potency is the fitted concentration of half-maximal effect; some results filed as inactive show a strong effect at the top dose
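HepG2 CAGA-GFP cells (1000/well, DMEM with 1% FBS) received compound, then TGF-beta at 500 pg/mL final, and were incubated 18 hours at 37 degrees C. Viability was read by CellTiter-Glo luminescence. Media-only wells were set as complete cell-killing and DMSO as no toxicity.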
Abeta rescue: qHTS for compounds that reverse cellular toxicity of Amyloid beta (A-beta) peptide in yeast: Primary Screen; yeast expressing A-beta42, growth rescue, OD600, 48 h; response scale: 0% DMSO, 100% iron-clioquinol control; 0.063% of 410,000 active; Potency, µM (titrated, usually from 46.1 µM), for inactives: top-dose growth rescue, hits mostly activators; note: potency is the fitted concentration of half-maximal effect; nearly all actives have a fitted effect of over 55% in size
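Yeast growth medium received pinned compounds, then yeast cells expressing toxic A-beta were added; plates incubated at 30 C for 48 hr. Growth read as absorbance at 600 nm, normalized to DMSO and equimolar FeCl3 plus clioquinol controls.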
Nrf2 inh: Nrf2 qHTS screen for inhibitors; A549 ARE-Fluc reporter, luciferase luminescence, 18-24 h; Potency, µM (titrated, usually from 46 µM), for inactives: at the top dose activity change, negative = inhibition, actives largely listed as inhibitors; 2.1% of 360,000 active; AID 504444, 2011; note: potency is the fitted concentration of half-maximal effect; % is set by controls: 0 for no effect and ±100 for the full control effect; nearly all actives have a fitted effect of over 60% in size
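Concentration-response testing used A549 ARE_Fluc cells at 5000 cells/well. Following an 18-24 h compound incubation, viability was read by fluorescence (Ex 405/Em 525) and luciferase output by luminescence.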
MmCpn inh: Inhibitors of TCP-1 ring complex (TRiC) of Methanococcus maripaludis (MmCpn): qHTS. 0.031% of 330,000 active. Chaperonin Mm-Cpn (Methanococcus maripaludis). purified Mm-Cpn ATPase, ADP Transcreener TR-FRET. Potency, µM (series often up to 76.9 µM), for inactives: at the highest dose activity, negative = inhibition, most hits filed as inhibitors. AID 504842, 2011; note: potency is the fitted concentration of half-maximal effect; % is set by controls: 0 for no effect and ±100 for the full control effect; nearly all actives have a fitted effect of over 80% in size
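Purified archaeal Mm-CPN (25nM final) preincubated 10 min at 37degC with compound, then 10uM ATP for 30 min at 37degC; ADP measured by HTRF Transcreener TR-FRET; buffer 30 mM TRIS pH 7.4, 100mM KCl, 5mM MgCl2, 1mM DTT.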
A549 viability: Nrf2 qHTS screen for inhibitors: counterscreen for cytotoxicity. AID 504648, 2011. A549 ARE-Fluc cells, CellTiter-Fluor viability, 18-24 h. 0.16% of 390,000 active. Potency, µM (titrated, usually from 46 µM), without a hit: top-dose activity change, negative = cytotoxicity, most hits filed as inhibitors; note: potency is the fitted concentration of half-maximal effect; % is set by controls: 0 for no effect and ±100 for the full control effect
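A549 ARE_Fluc cells in 5% FBS OPTI-MEM were exposed to compounds in concentration-response for 18-24 h at 37 deg C. Viability was read by CellTiter-Fluor fluorescence (Ex 405/Em 525) after 30 min, before the luciferase read.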
* hit, by the source's call; i = inactive; ? = inconclusive; . = no result given; & = joins results of further samples; [ ] = remark or other dose. Unless noted, calls come from the whole dose curve; as a rule, active = well fitted curve in the direction sought with a large enough effect; inconclusive = small, poorly fitted or top-dose-only effect, or another doubt; inactive = no such curve, though single readings can be large; an effect the other way counts as inactive or inconclusive.

Every second line gives: TGFb SMAD3 inh	Nrf2 inh	MmCpn inh	Akt phos inh	A549 viability	Abeta rescue	CCT modulator	Nrf2 activator	HepG2 viability
CC(C)(C)N1CC(OC(N)=O)C1
    20%	-2%	?	i	-4%	4%	0.7	-0.5%	0%
CCc1ccccc1NC(=O)C1CCN(S(=O)(=O)c2ccccc2)CC1
    5%	3%	.	.	-2%	-4%	.	-0.6%	-5%
Cc1ccc(Oc2nc(C(F)(F)F)nc3ccccc23)cc1
    -8%	7%	2%	i	0%	2%	-3.7	-0.4%	-15%
CC(=O)OC[C@@H]1CN(Cc2ccccc2)C[C@H](n2ccc3c(N)ncnc32)O1
    -4%	.	.	i	.	-8%	-1.3	0.0%	5%
COc1cc(N=Nc2ccc(C)cc2S(N)(=O)=O)c(C)cc1N
    -15%	2%	.	i	1%	23%	-9.8	18%	-24%
Cc1ccc(CNC(=O)c2ccc(-n3cccc3)cc2)cc1
    0%	27%	-4%	i	7%	-2%	-4.2	2.3%	3%
O=C(CSc1n[nH]c(-c2ccccc2O)n1)N1CCCc2ccccc21
    -18%	2%	2%	i	-17%	9%	-0.6	0.8%	-37%
Cc1ccc2c3c1C1(C(=O)N3C(C)(C)CC2C)C(C#N)=C(N)Oc2cc(O)ccc21 (centres undefined)
    ?	-13%	0%	i	-8%	6%	4.7	-0.1%	-38%
Cc1ccc2nc(NC(=O)CN3C(=O)NC4(CCCCC4)C3=O)sc2c1
    -16%	4%	1%	i	-14%	-5%	-3.1	0.2%	-30%
Cc1cc(Br)cc(Br)c1OCC(=O)NNC(=O)CCC(=O)NCc1ccccc1
    0%	2%	0%	i	2%	-3%	-1.3	0.4%	0%
Cc1ccc(C(=O)Nc2ccccc2C(=O)Nc2ccccn2)cc1Cl
    -2%	-15%	0%	i	-8%	-9%	-1.3	25%	-33%
Cn1ncn2c(=O)c3c(nc12)-c1ccccc1CC31CCCC1
    17%	0%	1%	i	0%	-19%	-2.9	-0.2%	11%
Cc1ccc(Cn2c(N)c(S(=O)(=O)c3cccs3)c3nc4ccccc4nc32)cc1
    -1%	-19%	-3%	i	-15%	7%	-1.6	0.1%	-24%
COc1ccc(CNC(=O)CNC(c2ccccc2)c2ccccc2)cc1OC
    6%	-8%	1%	i	9%	-9%	0.4	-0.6%	-2%
COc1ccc(/C=N/NC(=O)CNc2n[nH]c(=O)[nH]c2=O)cc1OC
    2%	0%	1%	i	1%	5%	-1.8	-1.1%	0%
COc1ccc(N2CCN(S(=O)(=O)c3ccc(OC)c(C(=O)N4CCCC4)c3)CC2)cc1
    2%	2%	-2%	i	2%	-4%	-0.9	-0.4%	7%
C/C=C(/C)C(=O)Nc1cccc(C2=NOC3(C2)C[C@H](C(N)=O)N(C(=O)c2ccccc2)C3)c1 (some centres undefined)
    -7%	8%	0%	i	-1%	-17%	0.3	0.0%	-9%
Cc1cc2[nH]c(=O)c(=O)[nH]c2cc1S(=O)(=O)Nc1cccc(C)c1C
    -2%	-13%	-6%	i	-12%	8%	1.5	-0.6%	-36%
Cc1ccc2c(=O)n3c(nc2c1)C(Cc1ccccc1)NC(=O)c1cc2ccccc2cc1-3 (centres undefined)
    -12%	.	.	i	.	10%	-1.2	-1.7%	-3%
Cc1ccccc1C(=O)NNC(=O)/C=C\C(=O)O
    -2%	?	2%	i	2%	-3%	-1.0	0.3%	-3%

A few values from the results shown:
CC(C)(C)N1CC(OC(N)=O)C1 @ TGFb SMAD3 inh: 20%
COc1ccc(N2CCN(S(=O)(=O)c3ccc(OC)c(C(=O)N4CCCC4)c3)CC2)cc1 @ Nrf2 activator: -0.4%

Following part.
Every second line gives: TGFb SMAD3 inh	Nrf2 inh	MmCpn inh	Akt phos inh	A549 viability	Abeta rescue	CCT modulator	Nrf2 activator	HepG2 viability
S=C(NCCCN1CCOCC1)NC1CC1
    -5%	-11%	-2%	i	0%	-4%	0.2	-0.4%	0%
CC1(C)CC(=O)c2cc(NC(=O)c3ccc(F)cc3)c(=O)oc2C1
    10%	26%	-2%	i	2%	-6%	-3.4	-0.5%	-11%
O=C(COC(=O)c1cnccn1)Nc1ncc(C(F)(F)F)cc1Cl
    25%	1%	-1%	i	-4%	14%	-3.8	0.6%	57%
CCOC(=O)C(NCc1ccccn1)(NC(=O)c1cccnc1)C(F)(F)F (centres undefined)
    -17%	.	0%	i	2%	4%	-2.1	4.1%	-92%
CC1(C)Cc2c(sc3nc4n(c(=N)c23)CCCCC4)CO1
    3%	24%	0%	i	0%	-4%	-0.4	0.3%	1%
CSc1ncccc1C(=O)Nc1cccc(S(=O)(=O)N2CCCC2)c1
    -2%	-5%	0%	i	-2%	12%	-1.8	-0.1%	1%
Nc1ccc(-c2cc(-c3cccc(N)c3)nc(-c3ccccc3)n2)cc1
    -4%	5%	-7%	i	2%	5%	-3.4	0.4%	-1%
COc1ccc(-c2cc(C(=O)N(C)Cc3nc4ccccc4c(=O)[nH]3)c3ccccc3n2)cc1OC
    2%	-30%	-2%	i	-10%	3%	1.0	11%	-21%
COc1ccc(S(=O)(=O)NCC(=O)N(CC(=O)NCc2ccccc2)Cc2ccco2)cc1
    7%	22%	1%	i	2%	-10%	-0.2	-0.1%	4%
O=C1/C(=C/c2ccc(Br)cc2)Oc2cc(O)ccc21
    ?	0%	-6%	i	-13%	-10%	0.4	4.2%	-1%
Cc1nc2ncc(Br)cc2[nH]1
    -11%	-1%	-3%	i	-1%	-11%	0.5	-0.2%	17%
CCOc1ccc(C(=O)NCC(=O)OCCCC(=O)c2ccc(F)cc2)cc1OCC
    -1%	1%	0%	i	-2%	4%	-1.7	-0.4%	-1%
O=C(COc1ncnc2sccc12)Nc1cccc(S(=O)(=O)N2CCOCC2)c1
    ?	11%	-3%	i	4%	7%	-1.8	-0.4%	2%
CC(C)(Oc1ccc(Cl)cc1)C(=O)NC1CC1
    -8%	5%	-3%	i	2%	-1%	-3.5	0.1%	-4%
Cc1ccc(C2CC(=O)Nc3cc4c(cc32)OCCO4)s1 (centres undefined)
    -29%	?	1%	i	0%	17%	0.5	1.6%	1%
O=C(Cc1ccc(Cl)c(Cl)c1)Nc1ccc2[nH]c(=O)[nH]c2c1
    18%	1%	1%	i	3%	-9%	0.1	-0.5%	9%
CCOC(=O)/C(=C/C=C1\Sc2cc(C)c(C)cc2N1CC)C(C)=O
    119%[activator]	?	-27%	i	?	4%	1.1	1.5%	0%
O=C(NCc1ccco1)C(c1ccccc1F)N(Cc1cccnc1)C(=O)Cn1nnc2ccccc21 (centres undefined)
    12%	-10%	0%	i	-12%	10%	-2.7	-1.0%	6%
COc1ccc(NC(=O)c2ccc(Br)o2)c([N+](=O)[O-])c1
    10%	8%	0%	i	-12%	-8%	-2.7	2.8%	-6%
COc1ccc(S(=O)(=O)N2CCCOC2CNC(=O)C(=O)NCc2ccccc2C)cc1 (centres undefined)
    -10%	.	.	i	.	9%	-0.4	-1.3%	1%

Next structures
Every second line gives: TGFb SMAD3 inh	Nrf2 inh	MmCpn inh	Akt phos inh	A549 viability	Abeta rescue	CCT modulator	Nrf2 activator	HepG2 viability
CCOc1ccc(OCC)c(NC(=O)Cn2nc(CC)n3c(cc4sccc43)c2=O)c1
    ?	-7%	.	.	7%	-14%	.	-1.1%	0%
Cc1ccc(Cl)cc1-n1ncc2c(NC3CCCCCC3)ncnc21
    11µM*	.	.	.	?	-39%[inhibitor]	.	0.9%	-33%
CCOC(=O)c1ccc(NC(=O)Cn2cccc2)cc1
    -5%	2%	0%	i	-5%	?	2.0	3.1%	2%
CN=C(NC)SC1CC(=O)N(c2ccccc2)C1=O (centres undefined)
    -4%	7%	-1%	i	-13%	-2%	-1.5	-0.2%	3%
CCN(C(=O)CSc1nnc(Nc2ccc(OC)cc2)s1)C1CCS(=O)(=O)C1 (centres undefined)
    15%	24%	-1%	i	7%	-5%	-1.4	6.3%	-11%
CSc1ccc(/C=C2\C(=N)N3N=C(CC(=O)N4CCOCC4)SC3=NC2=O)cc1
    -2%	4%	1%	i	0%	14%	-0.5	-0.2%	1%
Cc1cc(C)cc(NC(=O)Cn2c(C)cc(C)c(C#N)c2=O)c1
    0%	.	.	.	1%	-6%	.	5.8%	3%
Cn1nnnc1SCCNC(=O)C1CCC(=O)N(Cc2ccccc2F)C1 (centres undefined)
    -14%	?	-2%	.	-7%	-2%	-2.4	-1.0%	-2%
CCN1C(=NCCOC)N[C@@H](c2ccccc2)[C@H](C(=O)OC)[C@H]1C
    -5%	4%	-2%&1%	i	1%	-3%	0.8	-0.1%	-3%
Cc1ccc(Nc2nc(COC(=O)COc3ccc(C=O)cc3)cs2)cc1
    -2%	?	-3%	i	2%	-4%	1.3	4.3%	-2%
CCC(C)N(NC(C)=O)c1nc(Cl)nc(NC(C)C)n1 (centres undefined)
    ?	.	-3%	i	5%	1%	0.1	-0.5%	9%
Cc1c(C(=O)O)c(=S)sn1CCOc1ccccc1
    -2%	-8%	-2%	i	-7%	-1%	-1.2	0.2%	-17%
Cc1cccc(NC(=O)C2C3CCC4C(CCC32)C4(Cl)Cl)c1 (centres undefined)
    -4%	0%	0%	i	-5%	10%	-2.1	-0.9%	-4%

Bioassay records (PubChem)
